Screening data: PubChem BioAssay, National Center for Advancing Translational Sciences (NCATS)
APEX1 inh: qHTS Assay for Inhibitors of the Human Apurinic/apyrimidinic Endonuclease 1 (APE1); DNA repair nuclease/redox regulator APEX1 (Homo sapiens), P27695; recombinant APE1, TAMRA/BHQ-2 abasic DNA cleavage fluorescence; Potency, µM (series often up to 65.8 µM), for the others: top-dose activity change, negative = inhibition, usual class: inhibitors; 350,000 tested, 0.35% active;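 further: potency means the concentration at half of the fitted maximal effect; plate controls were vehicle for no effect and reference inhibitor for full effect; nearly all actives have a fitted effect of over 55% in size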
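APE1 at 0.75 nM preincubated 15 min at room temperature with compound. Reaction then started with 50 nM double-stranded THF-abasic substrate labelled with TAMRA/BHQ-2, and 525/598 nm fluorescence read kinetically. Activity taken as third-minus-first read difference, normalized to DMSO and NSC13755 controls.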
POLK inh: qHTS for Inhibitors of Polymerase Kappa | DNA polymerase kappa (Homo sapiens), Q9UBT6 | purified Pol kappa, fluorescent DNA synthesis assay, 10 min | Potency, µM (top dose mostly 107 µM), without a hit: at the top dose activity, negative = inhibition, most hits filed as inhibitors | 400,000 tested, 0.53% active | AID 588579, 2011; further: potency means the concentration at half of the fitted maximal effect; on the % scale 0 is the no-effect control and ±100 the full control effect
Target sequence (Q9UBT6 whole entry, looked up): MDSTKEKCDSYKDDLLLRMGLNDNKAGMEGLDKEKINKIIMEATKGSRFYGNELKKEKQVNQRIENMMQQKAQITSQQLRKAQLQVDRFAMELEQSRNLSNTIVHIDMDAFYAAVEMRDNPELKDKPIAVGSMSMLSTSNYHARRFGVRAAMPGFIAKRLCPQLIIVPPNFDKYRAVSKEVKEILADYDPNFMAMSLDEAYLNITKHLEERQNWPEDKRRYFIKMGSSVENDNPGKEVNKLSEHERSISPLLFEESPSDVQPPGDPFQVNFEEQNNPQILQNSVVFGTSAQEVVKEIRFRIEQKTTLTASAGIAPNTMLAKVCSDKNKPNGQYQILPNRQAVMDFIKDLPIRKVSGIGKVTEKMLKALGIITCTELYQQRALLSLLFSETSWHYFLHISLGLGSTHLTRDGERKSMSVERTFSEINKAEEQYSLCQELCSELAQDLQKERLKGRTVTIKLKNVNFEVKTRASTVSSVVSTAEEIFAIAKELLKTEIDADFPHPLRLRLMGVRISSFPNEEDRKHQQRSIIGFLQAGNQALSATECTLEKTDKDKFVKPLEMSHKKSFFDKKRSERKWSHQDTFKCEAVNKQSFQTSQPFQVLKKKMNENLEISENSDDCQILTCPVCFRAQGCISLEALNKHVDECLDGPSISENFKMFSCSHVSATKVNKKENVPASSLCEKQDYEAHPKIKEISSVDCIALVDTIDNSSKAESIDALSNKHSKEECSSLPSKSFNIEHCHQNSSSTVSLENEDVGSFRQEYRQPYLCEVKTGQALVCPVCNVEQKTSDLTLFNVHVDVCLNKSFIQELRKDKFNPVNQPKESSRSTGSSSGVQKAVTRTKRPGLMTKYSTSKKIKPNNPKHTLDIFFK
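Kinetic fluorescence readout at 0 and 10 min followed reaction start with substrate at 50 nM final. Beforehand, enzyme (10 nM Pol kappa) stood 15 min with compound at room temperature; buffer-only wells were negative controls.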
BLM inh: qHTS Assay for Inhibitors of Bloom's syndrome helicase (BLM); RecQ-like DNA helicase BLM (Homo sapiens), P54132; recombinant BLM DNA unwinding, fluorescence dequenching; Potency, µM (titrated, usually from 56.1 µM), inactives show at the top dose activity change, negative = inhibition, hits mostly inhibitors; 350,000 tested, 0.2% active; AID 2528, 2010;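 further: potency means the concentration at half of the fitted maximal effect; plate controls were vehicle for no effect and no enzyme for full effect; nearly all actives have a fitted effect of over 35% in size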
Tb PGK inh: qHTS Assay to Find Inhibitors of Phosphoglycerate Kinase. 380,000 tested, 0.043% active. PGK/GAPDH coupled, Kinase-Glo luminescence, 60 min. Potency, µM (highest dose often 57.5 µM), for the others: at the highest dose activity change, negative = inhibition, usual class: inhibitors; further: potency means the concentration at half of the fitted maximal effect; on the % scale 0 is the no-effect control and ±100 the full control effect; nearly all actives have a fitted effect of over 60% in size
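Luminescent ATP detection (Kinase-Glo Plus) follows a 60-minute room-temperature incubation, with wells lacking PGK as controls. Buffer: 100 mM TEA (pH 7.6), 5 mM MgCl2, 0.01% Tween-20. Coupling enzyme GAPDH (100 nM final) supplies unstable 1,3-BPG in-well.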
Pol iota inh: qHTS for Inhibitors of Polymerase Iota. DNA polymerase iota (Homo sapiens), Q9UNA4. Pol iota fluorescent replication assay, 10 min. 390,000 tested, 1% active. Potency, µM (doses to about 115 µM), for the others: at the highest dose activity, negative = inhibition, actives largely listed as inhibitors; further: potency means the concentration at half of the fitted maximal effect
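Pol iota at 10 nM preincubated 15 min with compounds at room temperature; reaction started with fluorescent substrate, 50 nM final. Fluorescence read kinetically at 0 and 10 min; buffer-only wells as negative control.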
POLB inh: qHTS Assay for Inhibitors of DNA Polymerase Beta | P06746 | Pol beta primer extension/strand displacement, fluorescence kinetic | Potency, µM (highest dose often 114 µM), for the others: at the highest dose activity change, negative = inhibition, most hits filed as inhibitors | 340,000 tested, 1.3% active; further: potency means the concentration at half of the fitted maximal effect; on the % scale 0 is the no-effect control and ±100 the full control effect
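Enzyme-only controls used 10 nM Pol beta; buffer lacking enzyme served as negative control. Compound preincubated 15 min, then 50 nM substrate added; 0 and 10 min reads at room temperature.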
RXFP1 antag: qHTS Assay for Antagonists of the Relaxin Receptor RXFP1; Relaxin receptor 1 (Homo sapiens), Q9HBX9; HEK293-RXFP1, relaxin-stimulated cAMP HTRF, 30 min; active compounds read low; activity change, negative = inhibition, % at 57.5 µM; 350,000 tested, 0.59% active;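 active means activity change of -60% or lower, but not beyond a set lower limit; inconclusive means change between -60% and -40%, or beyond the set limit; inactive means change above -40%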; further: on the % scale 0 is the no-effect control and ±100 the full control effect
POLH inh: qHTS for Inhibitors of Polymerase Eta; recombinant Pol eta, fluorescent DNA replication assay; 390,000 tested, 1.2% active; AID 588591, 2011; DNA polymerase eta (Homo sapiens), Q9Y253; Potency, µM (top dose mostly 114 µM), without a hit: at the top dose activity change, negative = inhibition, usual class: inhibitors; further: potency means the concentration at half of the fitted maximal effect; on the % scale 0 is the no-effect control and ±100 the full control effect
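Fluorescent replication assay: 50 nM final substrate added after a 15 min room-temperature compound preincubation with 10 nM enzyme. Signal taken at 0 min and again at 10 min.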
Apoferritin bind: qHTS Assay for Identification of Novel General Anesthetics; Potency, µM (highest dose often 77.5 µM), for the others: at the highest dose activity change, negative = displacement, hits mostly inhibitors; apoferritin/1-aminoanthracene competitive binding, fluorescence; 350,000 tested, 0.074% active; Ferritin light chain (Equus caballus), P02791; further: potency means the concentration at half of the fitted maximal effect; on the % scale 0 is the no-effect control and ±100 the full control effect; nearly all actives have a fitted effect of over 20% in size
Target sequence (P02791 2-175 limits assumed): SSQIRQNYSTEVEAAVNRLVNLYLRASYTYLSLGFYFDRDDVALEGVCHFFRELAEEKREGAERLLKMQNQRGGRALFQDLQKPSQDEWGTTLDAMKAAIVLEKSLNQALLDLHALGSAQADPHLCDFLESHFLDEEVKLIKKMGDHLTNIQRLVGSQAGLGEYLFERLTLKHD
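Concentration-response curves derived by four-parameter Hill fitting of normalized fluorescence, where compounds displaced 1-AMA from 10 uM horse apoferritin following a brief 10 min room-temperature incubation; propofol titration acted as positive control.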
* hit, by the source's call; & = joins results of further samples; [ ] = another dose, or the depositor's remark. Unless noted, the call rests on the fitted dose curve; in most records, active means well fitted curve in the direction sought with a large enough effect; inconclusive means small, poorly fitted or top-dose-only effect, or another doubt; inactive means no such curve, though single readings can be large; an effect the other way counts as inactive or inconclusive. Not all compounds are listed (hit frequency here may not be typical).

The first 4 records, to show the layout:
Screening COc1ccc(OCCCC(=O)Nc2cccc([N+](=O)[O-])c2)cc1 returned APEX1 inh 0%, POLK inh -8%, BLM inh -2%, Tb PGK inh -4%, Pol iota inh inconclusive, POLB inh 0%, POLH inh -17% and Apoferritin bind 2%.
Screening CC(=O)Oc1ccc(C(=O)Nc2ccccc2C(=O)NCC(C)C)cc1 returned APEX1 inh 0%, POLK inh -15%, BLM inh -1%, Tb PGK inh 17%, Pol iota inh -21%, POLB inh 27%, RXFP1 antag 2, POLH inh -15% and Apoferritin bind -9%.
For COCCN(C(=O)COC(=O)CSc1ccc2ccccc2c1)c1c(N)n(Cc2ccccc2)c(=O)[nH]c1=O the results were APEX1 inh -13%, POLK inh -7%, Tb PGK inh -6%, Pol iota inh 35%[activator], RXFP1 antag -8 and POLH inh -12%.
`Cc1cc(C)c(NC(=S)N(CCN(C)C)C(C)c2cccnc2)c(C)c1` (stereo not given) gave APEX1 inh -5%, POLK inh -6%, BLM inh -2%, Tb PGK inh -2%, Pol iota inh 131%[activator], POLB inh -1%, RXFP1 antag -4, POLH inh 4% and Apoferritin bind -6%.

All compounds of this part, repeating the preview:
Screening COc1ccc(OCCCC(=O)Nc2cccc([N+](=O)[O-])c2)cc1 returned APEX1 inh 0%, POLK inh -8%, BLM inh -2%, Tb PGK inh -4%, Pol iota inh inconclusive, POLB inh 0%, POLH inh -17% and Apoferritin bind 2%.
Screening CC(=O)Oc1ccc(C(=O)Nc2ccccc2C(=O)NCC(C)C)cc1 returned APEX1 inh 0%, POLK inh -15%, BLM inh -1%, Tb PGK inh 17%, Pol iota inh -21%, POLB inh 27%, RXFP1 antag 2, POLH inh -15% and Apoferritin bind -9%.
For COCCN(C(=O)COC(=O)CSc1ccc2ccccc2c1)c1c(N)n(Cc2ccccc2)c(=O)[nH]c1=O the results were APEX1 inh -13%, POLK inh -7%, Tb PGK inh -6%, Pol iota inh 35%[activator], RXFP1 antag -8 and POLH inh -12%.
`Cc1cc(C)c(NC(=S)N(CCN(C)C)C(C)c2cccnc2)c(C)c1` (stereo not given) gave APEX1 inh -5%, POLK inh -6%, BLM inh -2%, Tb PGK inh -2%, Pol iota inh 131%[activator], POLB inh -1%, RXFP1 antag -4, POLH inh 4% and Apoferritin bind -6%.
For CCOC(=O)c1sc2ncn(CC(=O)Nc3ccc(F)cc3F)c(=O)c2c1C the results were POLK inh -12%, BLM inh 3%, Tb PGK inh -6%, Pol iota inh 11%, POLB inh 43%, POLH inh -16% and Apoferritin bind -4%.
For COc1ccc(NC(=O)C(NC(C)=O)C(=O)NCc2ccccc2OC)cc1 (stereo not given) the results were APEX1 inh 1%, POLK inh -3%, BLM inh 0%, Tb PGK inh 9%, Pol iota inh 17%, POLB inh 4%, RXFP1 antag -11, POLH inh -7% and Apoferritin bind -2%.
Screening CC1(C)CC(=O)C2=C(C1)Nc1ccccc1NC2c1cccc(F)c1 (stereo not given) returned APEX1 inh 0%, POLK inh 4%, BLM inh -1%, Tb PGK inh -3%, Pol iota inh 1%, POLB inh 12%, RXFP1 antag -14, POLH inh -12% and Apoferritin bind -3%.
`Cc1ccc(NC(=O)CCn2c(=O)c3cccn3c3ccccc32)c(Cl)c1` gave POLK inh -21%, BLM inh -6%, Tb PGK inh 4%, Pol iota inh 12%, POLB inh 7%, RXFP1 antag -13, POLH inh -8% and Apoferritin bind 6%.
Screening COC(CNC(=O)C(=O)Nc1cc2c3c(c1)CC(=O)N3CCC2)OC returned APEX1 inh -12%, POLK inh -5%, BLM inh -6%, Tb PGK inh -6%, Pol iota inh 9%, POLB inh 1%, RXFP1 antag 4, POLH inh -15% and Apoferritin bind -4%.
`O=C(NNC1CC(=O)N(c2ccccc2)C1=O)c1ccco1` (stereo not given) gave APEX1 inh 11%, POLK inh -7%, BLM inh -3%, Tb PGK inh -3%, Pol iota inh 72%[activator], POLB inh 21%, RXFP1 antag -33, POLH inh -13% and Apoferritin bind -6%.
COc1ccccc1NS(=O)(=O)c1cc(N)ccc1N1CCCCC1 was read as APEX1 inh -8%, POLK inh 6%, BLM inh -11%, Tb PGK inh -1%, Pol iota inh 15%, POLB inh 2%, RXFP1 antag -16, POLH inh -24% and Apoferritin bind -12%.
NCCc1c(C(=O)O)[nH]c2ccc([N+](=O)[O-])cc12 was read as APEX1 inh -1%, POLK inh -14%, BLM inh -1%, Tb PGK inh 0%, Pol iota inh 28%, POLB inh -10%, RXFP1 antag 2, POLH inh -31% and Apoferritin bind 6%.
O=C(Cn1cc([N+](=O)[O-])ccc1=O)NCC(=O)Nc1ccc(F)c(F)c1F was read as APEX1 inh 12%, POLK inh -2%, Tb PGK inh -8%, Pol iota inh -13%, RXFP1 antag -3 and POLH inh 2%.
For C=CCSc1n[nH]c(-c2ccc(OCCCC)cc2)n1 the results were APEX1 inh -9%, POLK inh -3%, BLM inh -17%, Tb PGK inh -6%, Pol iota inh 27%, POLB inh -9%, POLH inh -16% and Apoferritin bind 10%.
`CC1(C)CC(=O)C=C(Nc2ccccc2C#N)C1` gave APEX1 inh 10%, POLK inh 3%, BLM inh 4%, Tb PGK inh -4%, Pol iota inh -24%, POLB inh 27%, RXFP1 antag -4, POLH inh -11% and Apoferritin bind -2%.
For O=C(NCCNC(=O)c1cc(Cl)ccc1Cl)c1cnccn1 the results were APEX1 inh 50%[activator], POLK inh -7%, BLM inh -3%, Tb PGK inh -1%, Pol iota inh -3%, POLB inh -16%, RXFP1 antag 9, POLH inh 10% and Apoferritin bind 1%.
Screening O=C(c1ccc2c(c1)N(Cc1ccc(F)cc1)C(=O)c1ccccc1S2(=O)=O)N1CCCCCC1 returned POLK inh -10%, BLM inh -12%, Tb PGK inh -3%, Pol iota inh -13%, POLB inh 4%, POLH inh -17% and Apoferritin bind -8%.
For Cc1ccc(NC(=O)NC2(C(=O)NCc3ccco3)CCCCC2)cc1 the results were APEX1 inh -3%, POLK inh -7%, BLM inh -5%, Tb PGK inh -7%, Pol iota inh 4%, POLB inh inconclusive, RXFP1 antag -5, POLH inh -9% and Apoferritin bind -2%.
Cc1cccc2cc(C#N)c(SCC(=O)NCc3cccs3)nc12 was read as APEX1 inh 3%, POLK inh 9%, BLM inh -3%, Tb PGK inh inactive, Pol iota inh 49%[activator], POLB inh -27%, RXFP1 antag 1, POLH inh -6% and Apoferritin bind -3%.
`COc1cccc(NC(=O)CSc2ncc(S(=O)(=O)c3ccc(C)c(C)c3)c(=O)[nH]2)c1` gave POLK inh 4%, BLM inh -3%, Tb PGK inh -10%, Pol iota inh -11%, POLB inh 49%, POLH inh -1% and Apoferritin bind -9%.
For CCN1CCN(c2ccc(S(=O)(=O)N3CCOCC3)cc2NC(=O)C(C)Oc2ccc(F)cc2)CC1 (stereo not given) the results were APEX1 inh 31%, POLK inh -2%, Tb PGK inh 4%, Pol iota inh 35%[activator], RXFP1 antag -1 and POLH inh -19%.
`CCC(=O)NC(C)C(c1cccs1)N1CCOCC1` (stereo not given) gave POLK inh 4%, Tb PGK inh -3%, Pol iota inh -30%, RXFP1 antag 10 and POLH inh -15%.
Screening CN(C)S(=O)(=O)c1cccc(NC(=O)c2cccc(NS(=O)(=O)c3ccccc3)c2)c1 returned APEX1 inh 33%, POLK inh -10%, BLM inh -8%, Tb PGK inh 2%, Pol iota inh 6%, POLB inh 21%, RXFP1 antag 3, POLH inh -5% and Apoferritin bind -9%.
O=C(CCc1nnc(CCC2CCCCC2)o1)NCCc1cccnc1 was read as APEX1 inh -1%, POLK inh 0%, BLM inh -1%, Tb PGK inh -5%, Pol iota inh 11%, POLB inh 5%, RXFP1 antag 15, POLH inh -17% and Apoferritin bind inconclusive.
`C/C(=N\NC(=O)c1cccc(F)c1)c1cccc(NC(=O)c2ccc(F)cc2)c1` gave APEX1 inh 5%, POLK inh 1%, BLM inh 2%, Tb PGK inh inactive, Pol iota inh 54%[activator], POLB inh 6%, RXFP1 antag -17, POLH inh -8% and Apoferritin bind 0%.
COc1cc(NC(=O)C2CCN(c3cnccn3)CC2)cc(OC)c1 was read as APEX1 inh 12%, POLK inh inconclusive, BLM inh -3%&2%, Tb PGK inh -7%&5%, Pol iota inh -1%&17%, POLB inh 0%&4%, RXFP1 antag -10, POLH inh -2%&-19% and Apoferritin bind -12%&-4%.
Screening COc1ccc(CCNC(=O)c2ccc(CNS(=O)(=O)c3cc(C)ccc3C)cc2)cc1OC returned APEX1 inh 12%, POLK inh -7%, BLM inh -3%, Tb PGK inh -8%, Pol iota inh 12%, POLB inh 29%, RXFP1 antag -9, POLH inh -18% and Apoferritin bind 4%.
Screening CCO[C@H]1OC(C(=O)Nc2ccccc2)=C[C@@H](c2coc3ccccc3c2=O)[C@@H]1CCCO returned APEX1 inh 0%, POLK inh 3%, BLM inh -5%, Tb PGK inh 1%, Pol iota inh 0%, POLB inh -4%, POLH inh -17% and Apoferritin bind -8%.
